# M4 PAM – positive allosteric modulators of human muscarinic M4 receptor. activation, % at 3 µM. CHO-K1 hM4/Gqi5, Fluo-8 calcium fluorescence, ACh EC20; 0% = ACh EC20, 100% = maximal ACh. 360,000 tested, 0.4% active;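 active = activation above its plate's cutoff, the mean activation of sample wells plus 3 SD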; also: some results filed as inactive read as strong as hits
# TAAR1 antag – antagonists of human TAAR1. CHO RD-HGA16 TAAR1, Fluo-8 calcium fluorescence, antagonist. Q96RJ0. inhibition, % at 3 µM. 360,000 tested, 1.5% active;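 active = inhibition above a per-plate cutoff, the mean inhibition of test compounds on that plate plus 3 SD, cut at about 49% in these data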;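 also: 0% = DMSO plus EC80 beta-PEA response and 100% = DMSO alone without agonist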
# Target sequence (Q96RJ0 whole entry, looked up): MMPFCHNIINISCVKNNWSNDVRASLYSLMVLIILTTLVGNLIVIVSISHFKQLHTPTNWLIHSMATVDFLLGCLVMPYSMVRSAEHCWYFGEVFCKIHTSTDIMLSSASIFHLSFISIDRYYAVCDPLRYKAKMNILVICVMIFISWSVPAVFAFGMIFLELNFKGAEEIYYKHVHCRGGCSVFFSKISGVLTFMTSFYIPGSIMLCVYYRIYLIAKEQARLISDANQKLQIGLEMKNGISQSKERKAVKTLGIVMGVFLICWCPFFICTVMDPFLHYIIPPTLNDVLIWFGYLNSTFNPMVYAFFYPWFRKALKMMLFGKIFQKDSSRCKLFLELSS
#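 Test system: hTAAR1-expressing CHO RD-HGA16 cells, Gα16-coupled; Probe or stimulus: EC80 β-phenethylamine stimulus; Compound dosing: single nominal final test compound concentration of 3 µM; Timing: 140 s kinetic read after compound, 140 s after agonist; Signal: Fluo-8 calcium-sensitive fluorescence; Measure: % inhibition of agonist calcium response; Controls: DMSO and EC80 PEA controls.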
# CHRM5 antagonist – CHRM5 antagonism in calcium assay. P08912. CHO-hM5 cells, Fluo-8 calcium fluorescence, ACh EC80. inhibition, % at 3 µM. 360,000 tested, 0.59% active;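 active = inhibition above a per-plate cutoff, the mean of that plate's test compounds plus 3 SD, cut at about 27% in these data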;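 also: 0% = acetylcholine EC80 with DMSO and 100% = DMSO without agonist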
# Target sequence (P08912 whole entry, looked up): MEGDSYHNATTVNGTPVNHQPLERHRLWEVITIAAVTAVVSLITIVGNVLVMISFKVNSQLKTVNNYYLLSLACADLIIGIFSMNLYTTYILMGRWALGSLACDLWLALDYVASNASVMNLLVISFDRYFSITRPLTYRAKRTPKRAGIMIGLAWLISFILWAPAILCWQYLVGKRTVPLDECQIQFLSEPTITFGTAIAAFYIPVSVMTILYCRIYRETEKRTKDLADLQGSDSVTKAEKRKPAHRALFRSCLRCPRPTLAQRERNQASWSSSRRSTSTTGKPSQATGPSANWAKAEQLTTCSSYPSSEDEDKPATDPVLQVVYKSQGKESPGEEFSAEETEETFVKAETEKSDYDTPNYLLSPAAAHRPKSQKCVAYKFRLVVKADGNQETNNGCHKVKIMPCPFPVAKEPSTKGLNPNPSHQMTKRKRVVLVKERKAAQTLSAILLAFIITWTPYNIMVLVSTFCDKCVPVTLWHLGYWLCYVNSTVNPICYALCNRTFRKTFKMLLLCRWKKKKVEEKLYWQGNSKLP
# CRFBP-R2 block – blocks CRF-induced signaling of the CRF-BP/CRF-R2 complex | HEK293 CRF-R2/CRF-BP, CRF-induced calcium fluorescence | 350,000 tested, 0.59% active | AID 588475 | inhibition, % at 11.8 µM;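 active = inhibition of the ligand-induced calcium signal above about 50% at the single tested concentration, limit read from the data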
# M5 ag – CHRM5 agonism in calcium assay. activation, % at 3 µM. 360,000 tested, 0.19% active. CHO-K1 hM5 cells, Fluo-8 calcium fluorescence; 0% DMSO wells, 100% maximal acetylcholine response. P08912;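 active = activation above the run's mean over test compounds plus 3 SD, cut at about 23% in these data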;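 also: signal is peak over basal fluorescence ratio across the kinetic read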
# TAAR1 agonist – agonists of human TAAR1; Q96RJ0; CHO RD-HGA16 TAAR1, Fluo-8 calcium fluorescence; vehicle wells 0%, saturating PEA agonist 100%; activation, % at 3 µM; 360,000 tested, 0.99% active;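 active = activation above the mean activation of all test compounds in the run plus 3 SD, cut at about 38% in these data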
#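 Signal – calcium-sensitive Fluo-8 signal, excitation 470-495, emission 515-575 nm · System – RD-HGA16 (CHO) cells co-expressing Gα16 and hTAAR1 · Incubation – 17-24 h seeding, 75 min 37 °C dye, 30 min RT · Compound dosing – 3 µM single concentration · Repeats – no replicates (n 1)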
# CHRM5 PAM – potentiates acetylcholine response at human M5 receptor | CHO-K1 hM5, Fluo-8 calcium, ACh EC20 PAM; 0% = ACh EC20, 100% = ACh EC100 | AID 624038 | activation, % at 3 µM | 360,000 tested, 0.3% active;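 active = activation above the run cutoff, the mean activation of all test compounds plus 3 SD, cut at about 18% in these data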
#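 System: CHO-K1 hM5 cells. Reagent: acetylcholine, EC20 level. Compound dosing: single dose, 3 µM nominal final test concentration. Timing: Post-acetylcholine fluorescence recording 140 s. Detection: Fluo-8 calcium fluorescence. Read-out: % activation, ACh-normalized. Benchmarks: ACh EC20 and EC100 wells. Repeats: singlicate, one well per test compound.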
# CHO-K1 Ca PAM – nonselective activator or artifact in parental CHO-K1 calcium assay | ATP EC20, Fluo-8 calcium fluorescence; 0% at ATP EC20, 100% at ATP max | activation, % at 3 µM | 360,000 tested, 0.02% active | AID 602247;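 active = activation above the run cutoff, the mean activation of all test compounds plus 3 SD, cut at about 40% in these data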;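 also: peak over basal fluorescence ratio in a 140 s read after ATP addition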
# CRFBP-R2 agonist – agonists of human CRF-binding protein/CRF-R2 receptor complex | HEK293 CRF-R2/CRF-BP, calcium dye fluorescence (FLIPR); percent of saturating CRF peptide response | activation, % at 13.2 µM | 350,000 tested, 0.46% active | AID 588473;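 active = activation of at least 50%, plus an integration ratio under a set limit after plate pattern correction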;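 also: plate controls were neutral control wells without compound for no effect and CRF at EC100 for full effect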
# Active calls of the source: *; . = not tested or not shown. These rows are one share of the data (hit frequency here may not be typical).
SMILES,M4 PAM,TAAR1 antag,CHRM5 antagonist,CRFBP-R2 block,M5 ag,TAAR1 agonist,CHRM5 PAM,CHO-K1 Ca PAM,CRFBP-R2 agonist
Cc1cccc(CN2CCN(Cc3ccc(Cl)cc3)CC2)c1,-5.7,-9.3,0.8,-30.8,-11.3,5.7,-8.5,14.1,-2.8
C[C@@H]1CN([C@@H](C)CO)C(=O)CCCn2nncc2CO[C@H]1CN(C)C(=O)Oc1ccccc1,10.9,-2.5,-5.9,-9.2,-1.0,0.6,12.8,4.6,9.2
CC1=C(C(=O)N2CCC3(CC2)OCCO3)C2(CCC(C)CC2)OC1=O (configuration not stated),8.3,-3.8,5.7,-26.4,-3.4,0.5,-2.5,16.6,2.4
CCOC(=O)c1cccc(C2=C(CNC(C)=O)[C@H]3CC[C@@H](C2)N3Cc2ccccc2)c1,-0.3,-3.7,9.8,5.8,-2.1,-0.9,-1.8,-12.9,2.6
COc1cc([N+](=O)[O-])c2nc(C)ccc2c1[N+](=O)[O-],3.6,-9.6,13.6,-8.4,-4.7,-0.9,4.0,-8.8,-2.6
CC(C(=O)c1c[nH]c2ccccc12)N1CCOCC1 (configuration not stated),14.7,-4.3,-4.0,-8.2,-1.3,6.9,11.9,3.3,1.8
Cc1ccc(CN2C(=O)NC(=O)C3(Cc4c(nc5ccccn5c4=O)N4CCCCCC43)C2=O)cc1 (configuration not stated),2.1,-20.5,1.1,7.7,-2.3,0.3,-3.8,-7.4,-0.1
COc1cc(N2CCOCC2)ccc1/C=C1\C(=O)NC(=O)N(Cc2cccs2)C1=O,-1.5,-39.3,11.5,-6.7,5.4,4.0,5.4,14.4,1.6
CC(=O)OC1CCC2(C)C(=CC(=O)C3C2CCC2(C)C(OC(C)=O)CCC32)C1 (configuration not stated),3.0,-26.4,5.9,-20.6,4.3,2.1,5.7,-2.2,-1.0
Cn1c(C(=O)N2CCC(C(=O)N3CCC4(CC3)OCCO4)CC2)cc2sccc21,-0.2,-2.4,-3.9,3.2,3.1,7.8,-0.8,21.9,0.8
O=[N+]([O-])c1cccc(O)c1,-6.5,-6.3,5.9,4.2,8.0,2.2,-8.4,2.2,-0.9
CC(C(=O)Nc1ccc(Br)cc1C(=O)c1ccccc1)N1CCOCC1 (configuration not stated),-1.8,1.2,9.4,8.2,-8.6,9.9,3.7,1.1,-1.2
C[C@@]1([C@@H](NP(=O)(c2ccccc2)c2ccccc2)c2ccccc2)C[C@H]1CCO,7.1,1.6,13.7,11.9,-1.2,7.4,-0.3,21.2,-5.6
N[C@@H](Cc1c[nH]c2ccccc12)c1nnc(SCc2ccccc2F)o1,6.5,-2.1,5.1,14.1,0.4,2.4,-2.6,10.0,-4.3
CCOP(=S)(OCC)N1CC1,-0.1,10.7,11.0,0.1,2.9,0.2,-0.8,-17.1,-0.8
COC(=O)C1=C(c2c(C)noc2C)C[C@@H]2CC[C@H]1N2C(=O)NCc1ccc(F)cc1,10.9,15.7,4.0,-7.7,-2.1,0.2,4.1,1.9,-0.5
C[C@]12CC(=O)CC1CCC1C2CC[C@@]2(C)C1CC[C@@H]2O (some centres not stated),-2.3,34.9,9.2,-6.0,1.0,8.5,-10.8,8.3,1.5
COC(=O)C1C2CC[C@@H](CC1OC(=O)c1ccccc1)N2 (some centres not stated),9.4,.,-5.4,-0.5,-1.7,.,-0.9,0.5,0.5
O=S1(=O)N(Cc2ccc(F)cc2)CCCN1Cc1ccccc1Cl,-10.5,30.1,5.3,4.8,-2.4,2.7,-7.1,-12.2,0.7
O=C1NC(=O)N(Cc2ccco2)C(=O)/C1=C\c1cccn1CCOc1ccc(Cl)cc1,-6.0,34.9,-3.7,-45.7,0.1,15.3,-2.8,6.7,4.2
Nc1ccc(-c2ccccc2)cc1,2.1,-3.8,9.0,10.0,-1.1,-0.3,-3.8,16.5,-3.5
CC(=O)O[C@H]1C[C@@H]2CC[C@@H]3[C@H](CC[C@]4(C)C(=O)CC[C@@H]34)[C@@]2(C)C[C@@H]1OC(C)=O,-2.9,.,1.5,16.8,-2.9,.,-6.0,9.3,-1.0
C=CCN1C(=O)C2(C(C(=O)OCC)=C(N)Oc3c2c(=O)oc2ccccc32)c2ccccc21 (configuration not stated),-12.1,8.3,5.0,-0.8,0.7,11.4,-7.8,-3.0,3.9
O=[N+]([O-])c1ccc(C(=Nc2ccccc2)N2CC2)cc1,-2.3,-8.4,-0.9,21.6,-6.0,2.1,-1.4,20.1,-1.6
COc1ccc(C(c2nnnn2-c2ccc3c(c2)OCCO3)N2CCC(n3c(=O)[nH]c4ccccc43)CC2)cc1 (configuration not stated),-5.6,58.9*,14.2,.,1.5,20.4,-13.4,3.0,.
CN1CCc2cc(O)cc3c2[C@H]1Cc1ccc(O)c(O)c1-3,-3.5,-6.5,0.8,-15.2,0.2,2.1,-1.4,0.1,-2.1
O=C1NC(=O)C(C(CC(=O)c2ccccc2)c2ccccc2)C(=O)N1 (configuration not stated),-11.1,-0.4,12.3,-8.9,6.7,2.5,-14.3,-1.7,1.1
CCOc1ccc(Cc2c(O)[nH]c(=O)[nH]c2=O)cc1,8.9,20.8,1.2,11.5,0.6,12.9,0.7,21.0,1.3
C=CCn1c(O)c(/C=N/N2CCCCC2c2cccnc2)c(=O)[nH]c1=S (configuration not stated),1.8,8.4,8.1,-18.1,-0.6,1.1,-4.0,20.8,3.4
COC(=O)c1c(C)n(Cc2ccccc2)c2ccc(O)cc12,-0.4,5.5,3.9,9.2,-2.6,6.9,-5.3,16.3,-2.5
CN(C)CCN=Cc1c(O)n(CCC2=CCCCC2)c(=O)[nH]c1=O,15.4,7.1,-11.6,-4.3,-7.6,5.6,12.9,19.5,-1.1
FC(F)(F)c1ccc(CNCCc2c[nH]c3ccccc23)cc1,-1.8,-18.2,19.4,-15.7,-4.1,16.4,4.3,15.9,-0.2
O=C(/C=C/c1ccc(Br)cc1)NC(=S)N1C[C@H]2C[C@H](C1)c1cccc(=O)n1C2,8.6,-5.0,6.1,-2.9,1.1,-1.1,-4.8,16.6,-0.7
COc1ccc(NC2=NCC(C)S2)cc1 (configuration not stated),0.0,-6.8,20.2,0.2,-4.8,4.8,-1.6,-12.4,-0.9
Cc1[nH]c2ccccc2c1C(=O)CN1CC=C(c2ccccc2)CC1,-4.6,-3.7,-5.1,7.8,-0.9,11.9,2.4,-2.0,0.7
CCOC(=O)Cn1cc(C=C2C(=O)N(C)C(=O)N(C)C2=O)c2ccccc21,-2.6,-16.7,6.4,-48.6,-4.5,-0.1,1.9,4.1,66.1*
CCC(C)C12CN3CCN(CC(C)(C3)C1O)C2 (configuration not stated),-0.7,-9.1,7.8,6.3,-2.2,0.8,-0.1,16.8,-0.8
O=P(N1CCCCC1)(N1CCCCC1)C(Cl)(Cl)Cl,6.1,-9.5,0.5,6.6,-1.0,7.0,-6.7,-1.8,-1.1
C=CCC1C(=O)NC(=S)NC1=O,9.0,-4.5,-0.4,-10.0,0.4,18.3,4.3,17.5,-0.2
CCC(=NCCc1c[nH]c2ccccc12)c1c(O)n(-c2ccc(C)cc2)c(=O)[nH]c1=O,1.6,-1.9,6.8,-11.5,1.4,6.1,-5.5,16.6,0.5

# No new results follow: four of the compounds above.
SMILES,M4 PAM,TAAR1 antag,CHRM5 antagonist,CRFBP-R2 block,M5 ag,TAAR1 agonist,CHRM5 PAM,CHO-K1 Ca PAM,CRFBP-R2 agonist
CCC(C)C12CN3CCN(CC(C)(C3)C1O)C2 (configuration not stated),-0.7,-9.1,7.8,6.3,-2.2,0.8,-0.1,16.8,-0.8
O=P(N1CCCCC1)(N1CCCCC1)C(Cl)(Cl)Cl,6.1,-9.5,0.5,6.6,-1.0,7.0,-6.7,-1.8,-1.1
C=CCC1C(=O)NC(=S)NC1=O,9.0,-4.5,-0.4,-10.0,0.4,18.3,4.3,17.5,-0.2
CCC(=NCCc1c[nH]c2ccccc12)c1c(O)n(-c2ccc(C)cc2)c(=O)[nH]c1=O,1.6,-1.9,6.8,-11.5,1.4,6.1,-5.5,16.6,0.5

# (more compounds)
SMILES,M4 PAM,TAAR1 antag,CHRM5 antagonist,CRFBP-R2 block,M5 ag,TAAR1 agonist,CHRM5 PAM,CHO-K1 Ca PAM,CRFBP-R2 agonist
COc1c(C)cc(C(=O)C2CCCN(Cc3ccccn3)C2)cc1C (configuration not stated),-5.9,8.4,0.6,1.8,-8.6,1.8,4.2,16.7,0.9
CC(=NCc1ccc2c(c1)OCO2)c1c(O)[nH]c(=O)[nH]c1=O,2.8,-2.4,-10.4,39.6,-4.5,4.1,5.9,17.8,-3.4
COCCNC(=O)Cn1cc(C(=O)c2ccccc2F)c2ccccc21,-4.7,-13.8,-1.2,13.1,0.1,1.9,0.7,12.8,-1.0
C[C@]12C[C@@H](O)[C@H](O)CC1=CCC1C2CC[C@]2(C)C(=O)CCC12 (some centres not stated),1.1,17.7,5.5,-1.9,2.1,4.4,-3.2,14.8,-1.2
O=P(O)(O)Oc1ccccc1P(=O)(c1ccccc1)c1ccccc1,4.7,-6.0,5.0,14.2,-1.9,-1.0,1.6,-2.2,-1.1
CCCOc1ccc(C(=O)NC(=S)N2C[C@H]3C[C@H](C2)c2cccc(=O)n2C3)cc1,-6.0,-35.1,-2.1,-4.0,-1.6,-0.1,0.1,-5.7,-1.6
CC(C)C/C(=N/O)c1cn(C)c2ccccc12,0.8,-21.4,-5.1,20.2,-6.4,1.5,2.3,27.6,-1.8
CC(C)(C)n1nnnc1C(c1cccc2ccccc12)N1CCC2(CC1)C(=O)NCN2c1ccccc1 (configuration not stated),4.5,0.4,-5.2,.,3.8,-0.4,9.2,-11.2,.
CCC1(CC)C(=O)N(Cc2ccccc2)C(=O)N(Cc2ccccc2)C1=O,-4.8,.,-0.7,86.6*,-5.6,.,-5.3,9.2,9.9
O=C(COc1ccccc1)Nc1ccc(Cl)cc1C(=O)c1ccccc1,3.0,-17.3,0.8,-22.5,-0.9,-0.5,3.1,9.6,4.5
COC(=O)C1=C(c2ccc(S(C)(=O)=O)cc2)C[C@@H]2CC[C@H]1N2C(=O)NCCO,-3.7,22.3,13.1,-6.9,0.4,1.1,-0.3,-1.1,-2.7
COc1ccc(S(=O)(=O)NC(CC(=O)N2CCC3(CC2)OCCO3)C(C)C)cc1 (configuration not stated),-2.6,-5.2,0.3,-2.5,2.7,10.0,1.6,-4.1,0.8
CC1=CC2/C=C(\C)CCC(O)C(O)/C=C/C(=O)C23C(=O)NC(CC(C)C)C3C1C (configuration not stated),2.1,.,5.0,12.5,-0.4,.,1.5,26.4,1.3
O=C1C2CCN(CC2)C1Cc1ccc(OCc2ccccc2)cc1 (configuration not stated),-6.7,-22.4,7.0,-6.5,-4.3,4.1,-2.0,8.1,0.1

# Screening results (PubChem)
